# APP 5UTR inh – inhibitors of APP translation via 5'UTR reporter, primary screen, APP 5'UTR luciferase, SH-SY5Y cells; inhibition, % at 2 µM; SH-SY5Y APP 5'UTR-luciferase reporter, luminescence; 190,000 tested, 0.82% active; AID 1285, 2008;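 active = inhibition above a set limit, derived from the sample mean plus 3 SD, cut at about 45% in these data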; also: values of inactives mirror those of a sister screen read the other way
# NF-kB neuron act – activators of NF-kB expression in neurons, primary screen, cell-based, HTS; human neuronal cells, NF-kB reporter expression; hits give high values; fold change at 12.5 µM; 190,000 tested, 1.6% active; in the data active = fold change above about 3.3
# Diaphorase act – compounds boosting diaphorase resazurin reduction – biochemical, uHTS, resorufin fluorescence, counter-screen for diaphorase-coupled primary assays, primary screen. Diaphorase/resazurin coupled assay, 16 min; hits give high values; 1 = vehicle wells, 0 = NADH-free wells. activation factor at 20 µM. 190,000 tested, 0.005% active;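 active = diaphorase activity raised at least twofold by the compound at 20 µM; inactive = activation factor below 2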
#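 Material: Purified diaphorase enzyme from Clostridium kluyveri | Buffer or medium: 50 mM HEPES pH 7.4 with 4.542 mM MgCl2, 0.005% Tween 20 | Times: 16 min enzyme reaction, ambient temperature | Signal: Red resorufin fluorescence at 544/590 nm excitation/emission | Measure: Increased resorufin signal from activators or reducing compounds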
# Diaph inh CS – diaphorase inhibitors and chemical oxidizers, primary screen, counter-screen for diaphorase-coupled primary assays, biochemical, uHTS, resorufin fluorescence; inhibition, % at 20 µM; 190,000 tested, 0.69% active; AID 1217, 2008; diaphorase resazurin-to-resorufin fluorescence, NADH, 16 min; bacterial (C. kluyveri) enzyme, not human;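 active = primary screen inhibition at 20 µM above a set limit, cut at about 50% in these data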;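 also: plate controls were DMSO with full reaction for no effect and wells lacking NADH for full effect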
#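 material = Clostridium kluyveri diaphorase enzyme | amount = 0.14 U/mL diaphorase, enzyme working solution | schedule = incubation 16 min, room temperature | detection = fluorescence of resorufin formed from resazurin, Ex 544/Em 590 nm | benchmarks = positive control minus NADH, DMSO neutral control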
# STAT1 activator – STAT1 signaling activators, primary screen, cell-based, HTS, luciferase reporter. NIH 3T3 STAT1-luciferase reporter, IFN-gamma, luminescence; 100% = IFN-gamma alone, no compound. activation (% of control), % at 5.5 µM. 200,000 tested, 2.6% active. AID 932, 2007;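 active = activation above the screen-wide mean activation plus 3 SD, cut at about 130% in these data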;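 also: raw ratio to IFN-gamma control signal so 100% means no change and 0% no light; values of inactives mirror those of a sister screen read the other way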
# FLuc inh counter – firefly luciferase enzyme inhibitors, primary screen, artefact control for luciferase-based inhibitor screens, biochemical, luminescence, ATPLite. inhibition, % at 10 µM. 10 min. Luciferin 4-monooxygenase (Photinus pyralis), P08659. 200,000 tested, 1.5% active. AID 1006, 2008;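 active = inhibition above about 50% when tested at 10 µM, limit read from the data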
# Target sequence (P08659 whole entry, looked up): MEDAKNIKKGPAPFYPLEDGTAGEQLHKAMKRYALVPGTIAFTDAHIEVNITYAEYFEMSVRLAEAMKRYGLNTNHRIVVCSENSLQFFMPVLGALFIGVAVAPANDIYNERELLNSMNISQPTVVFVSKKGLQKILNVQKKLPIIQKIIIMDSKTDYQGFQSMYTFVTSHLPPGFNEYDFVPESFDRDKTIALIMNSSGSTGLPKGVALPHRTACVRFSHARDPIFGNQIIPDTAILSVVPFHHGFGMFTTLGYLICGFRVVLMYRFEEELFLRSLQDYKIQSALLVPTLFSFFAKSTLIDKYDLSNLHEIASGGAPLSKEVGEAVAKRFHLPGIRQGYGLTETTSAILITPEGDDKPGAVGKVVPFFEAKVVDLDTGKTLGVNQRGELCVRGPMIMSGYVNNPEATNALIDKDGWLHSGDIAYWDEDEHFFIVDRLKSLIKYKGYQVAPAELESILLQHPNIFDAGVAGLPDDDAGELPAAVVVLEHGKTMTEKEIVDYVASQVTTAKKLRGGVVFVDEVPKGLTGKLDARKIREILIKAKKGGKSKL
# FLuc stim CS – FLuc activators, initial screening, artefact control for FLuc-dependent activation tests, biochemical, ATPlite luminescence; activation factor at 10 µM; ATPlite luciferase biochemical, 10 min; 0 = ATP-free wells, 1 = DMSO control; 200,000 tested, under 10 active;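 active = luciferase activation factor, scaled between plate controls, of at least 2 with compound at 10 µM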
#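 assay system = Luciferase/luciferin detection reagent, cell-free biochemical luciferase assay | also added = ATP substrate | times = 10 min post-reagent at room temperature | measured by = luminescence from luciferase reaction | measure = luciferase activation, seen as luminescence increase over controls | benchmarks = low control with PBS replacing ATP, high control enzyme plus ATP without compound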
# APP 5'UTR act – activators of APP 5'UTR luciferase reporter, primary screen, SH-SY5Y cells; SH-SY5Y APP 5'UTR luciferase reporter, luminescence; zero percent = DMSO vehicle wells; 190,000 tested, 1% active; activation, % at 2 µM;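 active = activation above a set limit, based on mean plus 3 SD of controls, cut at about 140% in these data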; also: values of inactives mirror those of a sister screen read the other way
# G6PDH counter – L. mesenteroides G6PDH inhibitors, counter-screen for G6PDH-coupled screening assays, biochemical, Leuconostoc mesenteroides enzyme; glucose-6-phosphate dehydrogenase [Leuconostoc mesenteroides]; Purified L. mesenteroides G6PDH, diaphorase/resazurin coupled fluorescence, 45 min; inhibition, % at 5 µM; 200,000 tested, 0.12% active; in the data active = inhibition above about 50%
# TLR4-MyD88 BLA – inhibitors of TLR4-MyD88 association in cells, primary screen, cell-based, HeLa CL3-4, BLA complementation, FRET ratio; HeLa CL3-4 TLR4/MyD88 BLA complementation; inhibition, % at 8.4 µM; 200,000 tested, 0.18% active; AID 861, 2007; in the data active = inhibition above about 25%;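 also: 0% = vehicle and 100% = reference inhibitor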
# * hit, by the source's call; · = no result given.
molecule	FLuc stim CS	APP 5UTR inh	G6PDH counter	APP 5'UTR act	Diaphorase act	Diaph inh CS	FLuc inh counter	STAT1 activator	TLR4-MyD88 BLA	NF-kB neuron act
CCN1CCN(C(=S)c2ccc(Cl)cc2)CC1	1	-4	2	4	0.8	18	-3	102	-8	1.2
Cc1ccc(Nc2nc(COC(=O)COc3ccc(C=O)cc3)cs2)cc1	0.5	-32	0	32	0.8	23	46	131*	0	2.1
Cc1cc2oc(C(=O)NC3CCS(=O)(=O)C3)c(C)c2cc1C (centres undefined)	1	-8	-19	8	0.9	14	-2	114	10	0.95
CCCCNC(=O)Nc1nnc(-c2ccc(Cl)cc2)o1	1	0	-1	0	1.1	-9	1	99	18	1
Cc1ccnc(NC(=O)CCC(=O)N(CC(=O)NC2CCCCC2)Cc2ccccc2)c1	1.1	3	12	-3	·	·	-8	100	1	1
CSc1ccc(S(=O)(=O)NCCCOC(C)C)cc1	1	-11	6	11	0.9	8	-4	97	-6	1.2
Cc1ccc(OCc2ccc(C(=O)N3CCOCC3)cc2)cc1C	0.9	-116	-6	·	0.9	12	9	142*	5	1.8
COc1ccc(C(C)(C)C)cc1NC(=O)c1cncc(Br)c1	1.1	12	4	-11	0.9	13	-9	98	-3	0.87
N#CCC1c2ccccc2CCN1C(=O)Nc1ccc(C(F)(F)F)cc1 (centres undefined)	1.1	-4	-10	4	0.8	22	-7	98	-3	0.72
Brc1ccc(-c2nnc(-c3ccc4c(c3)OCO4)o2)o1	0.4	-5	0	5	0.9	10	60*	115	14	4*
CC(C)c1ccccc1NC(=S)N1CCN(S(=O)(=O)c2cccs2)CC1	1.1	5	4	-5	0.9	14	-8	109	5	1.1
C=CCn1c(NC(=O)c2ccc(C)cc2)c(C#N)sc1=N	1	6	2	-6	0.7	25	0	96	-14	1.1
CCc1cccc(CC)c1NC(=O)Cn1c(-c2ccc(F)cc2)noc1=O	1.1	14	10	-14	0.9	5	-5	101	5	0.9
Cc1ccc(Sc2oc(/C=N/n3cnnc3)cc2Br)cc1	1	7	5	-7	0.8	16	3	99	3	1.3
CCOC(=O)CN1NC2(CCC(C)CC2)NC1=S (centres undefined)	1.1	-2	-4	2	0.9	11	-5	94	-5	1.2
CC(=O)Nc1ccc(S(=O)(=O)N(Cc2ccccc2)c2ccccc2)cc1	1.1	-12	11	12	0.9	6	-5	96	1	1
Cc1cccc(CCNC(=O)c2nnc(Cc3ccc(Cl)cc3)o2)c1	1.1	-13	12	13	0.9	8	-9	102	7	1.1
COc1ccc(NC(=O)c2cccc(NC(=O)C3C4CC5OC(=O)C3C5C4)c2)c(OC)c1 (centres undefined)	1	-8	-7	8	0.9	6	-2	102	-12	0.86
COc1ccc(/C(N)=N/OC(=O)CCCc2ccccc2)cc1OC	1	-14	14	14	0.8	25	-1	97	-4	1.1
C/C(CC(=O)NC1CCCCCC1)=N\NC(=O)c1cnccn1	1.1	-3	2	3	0.9	14	-6	97	-9	1.3
O=C(COC(=O)CCCOc1ccc(Cl)cc1Cl)NCc1ccc(F)cc1	1	22	-14	-22	0.8	21	-4	98	-3	1.1
Cc1cc(C)c(S(=O)(=O)N2CCN=C2c2ccccc2)cc1C	1	-6	-1	6	0.9	6	-4	102	0	1.2
CCN(CC)C(=O)c1cc(C(C)(C)C)c(O)c(C(C)(C)C)c1	1.1	0	3	0	0.9	12	-11	99	-6	1.4
O=C(COC(=O)c1ccc(NS(=O)(=O)c2ccc3c(c2)OCCO3)cc1)NCC1CCCO1 (centres undefined)	1.1	6	0	-6	0.9	5	-8	103	7	1.3

# Reprinted from the results shown for reference:
molecule	FLuc stim CS	APP 5UTR inh	G6PDH counter	APP 5'UTR act	Diaphorase act	Diaph inh CS	FLuc inh counter	STAT1 activator	TLR4-MyD88 BLA	NF-kB neuron act
CCN(CC)C(=O)c1cc(C(C)(C)C)c(O)c(C(C)(C)C)c1	1.1	0	3	0	0.9	12	-11	99	-6	1.4
O=C(COC(=O)c1ccc(NS(=O)(=O)c2ccc3c(c2)OCCO3)cc1)NCC1CCCO1 (centres undefined)	1.1	6	0	-6	0.9	5	-8	103	7	1.3

# Further records:
molecule	FLuc stim CS	APP 5UTR inh	G6PDH counter	APP 5'UTR act	Diaphorase act	Diaph inh CS	FLuc inh counter	STAT1 activator	TLR4-MyD88 BLA	NF-kB neuron act
CCc1ccccc1OCC(=O)N(CC)CC(=O)NCc1ccc(F)cc1	1.1	14	-6	-15	0.8	18	-7	95	-4	0.99
O=C(Nc1ccc(Br)cc1F)c1cccnc1	1	3	0	-3	0.9	8	-4	109	0	1.5
Cc1ccc(NC(=O)c2csnn2)c(C)c1	1	-16	7	16	1.1	-8	-4	100	-9	1.7
CNc1cccc2c1C(=O)c1ccccc1C2=O	0.9	-21	-19	21	0.7	28	11	115	-7	1.9
Cc1ccc(/C=C\c2nccc3c2[nH]c2ccccc23)cc1	0.6	-32	16	32	0.7	26	38	116	-97	1.1
FC(F)(F)c1cc(C(F)(F)F)c2ccc(N3CCN(c4ccccc4)CC3)nc2n1	1.1	-12	8	12	0.9	9	-8	103	-9	0.89
O=C1CCC(=O)N1CN(Cc1ccco1)CN1C(=O)CCC1=O	1.1	11	-1	-11	0.9	12	-7	107	11	1
Cc1ccc(NC(=S)N(Cc2ccc(Br)cc2)Cc2ccc(C(=O)O)cc2)cc1C	1	-21	3	21	0.8	18	-4	111	-21	0.98
COC(=O)c1ccccc1NC(=S)N(Cc1ccc2c(c1)OCO2)Cc1cc2cc(C)ccc2[nH]c1=O	1	12	-20	-12	0.9	11	-4	93	4	0.51
CC(=O)C1=C(C)NC(=O)CC1c1ccc(F)cc1 (centres undefined)	1.1	7	4	-7	1	4	-10	94	-1	1.2
CCCN(CC(=O)Nc1c(C)cccc1CC)C(=O)SCC	1	-3	2	3	1	-3	-5	88	5	0.82
CCOC(=O)N1CCC2(CC1)CC(=O)c1c(ccc3oc(C(=O)O)c(C)c13)O2	1.1	-11	-12	11	0.9	10	-6	100	-1	0.96
Cc1ccc(CN2CC(C(=O)Nc3ccc(S(=O)(=O)Nc4cc(C)nc(C)n4)cc3)CC2=O)cc1 (centres undefined)	1	17	6	-17	0.8	23	-3	99	-13	1
NC1=NC2(CCC(c3ccccc3)CC2)n2c(nc3ccccc32)N1 (centres undefined)	1	2	-2	-2	0.9	13	-2	106	10	0.59
COc1ccc(-c2cn3c(C)c(C(=O)Nc4cccc(NC(C)=O)c4)sc3n2)cc1	1	-26	7	26	0.9	9	0	99	2	0.65
COC(=O)CSc1nc(C)cc(C)n1	1	-17	8	17	1	4	-5	104	-15	·
CCOC(=O)CNNC(=O)Nc1ccc(Cl)c(Cl)c1	1	-30	3	30	0.9	11	-2	97	1	1.1
O=S(=O)(c1ccc(OCC(O)CN2CCN(c3ccc(F)cc3)CC2)cc1)N1CCOCC1 (centres undefined)	1.1	-13	2	13	0.9	10	-9	99	7	0.74
O=C(CSc1nnc(-c2ccc(Br)o2)n1Cc1ccccc1)c1ccccc1F	1	-7	-72	7	0.8	21	1	94	-1	1.2
CCOP(=O)(O)c1ccccc1OCCOc1ccccc1P(=O)(O)OCC	1	-14	0	14	1	-3	-4	102	4	0.95
CCOc1ccc(NC(=O)c2ccccc2NS(C)(=O)=O)cc1	0.7	-12	13	12	1	3	30	106	1	1.2
Oc1ccc(N=Cc2ccc(-c3cccs3)s2)cc1	0.9	6	26	-6	0.7	31	5	103	-3	1.5
Cc1cc(-c2ccccc2)c2c(=O)[nH][nH]c2n1	1	1	6	-1	0.9	9	-2	110	7	1.2
COc1ccccc1/C=C/C(=O)OCC(=O)Nc1ccccc1Sc1ccccc1	1	11	0	-11	0.9	14	-1	100	-3	0.85
C=CCn1c(SCc2cc(=O)n3ccsc3n2)nnc1C1CCCCC1	1.1	-21	14	21	0.8	18	-10	102	10	1.2
COc1ccc(CN2CCN(CC=C(C)C)C(CCO)C2)cc1Cn1cncn1 (centres undefined)	1	7	14	-7	0.8	24	-4	95	-14	1.2
CC(C)(C)SCCNC(=O)c1cccc([N+](=O)[O-])c1	1	2	-1	-2	1	2	-3	101	-13	1.3
O=C(N/N=C/C=C/c1ccc2c(c1)OCO2)c1ccc([N+](=O)[O-])cc1	1.1	6	3	-6	0.9	8	-6	104	-9	1.1
COc1ccccc1N1CCN(C(=O)c2cccc(Oc3ccccc3)c2)CC1	1.1	6	11	-6	0.8	22	-8	91	-3	1
CSCCC(NC(=O)c1ccc([N+](=O)[O-])cc1Cl)C(=O)OCC(=O)C12CC3CC(CC(C3)C1)C2 (centres undefined)	1	4	-4	-4	0.9	10	0	101	12	0.79
O=C(COc1ccccc1Cl)N1CCN(c2ncccn2)CC1	1	8	7	-8	1.1	-7	-1	107	-13	1.1
COc1cccc(-c2nc(N3CCCCC3C)c3ccccc3n2)c1O (centres undefined)	1.1	3	4	-3	0.6	36	-5	91	-3	0.62
O=C(NCc1ccccc1Cl)C1CCN(S(=O)(=O)N2CCCCCC2)CC1	1.1	3	0	-3	1	4	-7	97	-4	1.4
CC(C)N1C(=O)CC2(CC[N+](C)(CCOC(=O)C(c3ccccc3)c3ccccc3)CC2)C1=O (centres undefined)	1	6	5	-6	1	-2	3	102	-1	1.2
Cc1ccc(SCC(=O)N(Cc2nc(-c3ccccc3)no2)C(C)C)cc1	1	1	-2	-1	0.7	28	0	96	-13	1.2
N#CC1=C(N)Oc2c(ccc3cccnc23)C1c1cccnc1 (centres undefined)	1	18	12	-18	0.8	21	-2	103	-2	0.71
Cc1ccc2[nH]c(=O)c(CNC(C)C)cc2c1	0.9	-12	1	12	1	1	7	102	0	0.99
Cc1ccc(C(=O)O/N=C(\c2ccccc2)c2cccnc2)cc1	1	10	3	-10	0.9	8	4	105	-10	1.1
O=C(O)c1cc(S(=O)(=O)Nc2ccccc2C(=O)O)ccc1O	1	-6	5	6	1	-4	0	93	-3	1
CCOC(=O)c1c(C)[nH]c(C(=O)COC(=O)c2ccccn2)c1C	0.9	0	-2	0	0.9	13	12	122	-1	1.1
CCn1c(SCc2nc3sc(C(=O)O)c(C)c3c(=O)[nH]2)nc2ccccc21	1.1	4	7	-4	0.4	61*	-10	99	-4	1.2

# Bioassay records: PubChem, several laboratories
